Compound activity (PubChem BioAssay)
Growth percent in the NCI-60 one-dose screen (48 h, 10 µM unless noted): 100 = growth as untreated, 0 = no growth, -100 = all killed.
SK-OV-3: SK-OV-3 ovarian cancer cells. AID 1794785. 80,000 tested, 3.2% active
NCI/ADR-RES: NCI/ADR-RES ovarian cells; 81,000 tested, 4.4% active
OVCAR-3: OVCAR-3 ovarian cancer | 79,000 tested, 7% active | AID 1794787
OVCAR-4: OVCAR-4 ovarian cancer cells; 80,000 tested, 3.7% active; AID 1794784
OVCAR-5: OVCAR-5 ovarian cancer; 82,000 tested, 2.9% active; AID 1794783
SN12C: SN12C renal cancer cells; 81,000 tested, 3.8% active
NCI-H23: NCI-H23 lung cancer; AID 1794731; 80,000 tested, 4% active
NCI-H226: NCI-H226 lung cancer | 79,000 tested, 3.5% active
IGROV1: IGROV1 ovarian cancer | 79,000 tested, 4.7% active
* = called active by the depositor; · = not tested or not shown; & = joins results of further samples. Rule for the calls: active = growth percent below 10; inactive = the rest.

SMILES | SK-OV-3 | NCI/ADR-RES | OVCAR-3 | OVCAR-4 | OVCAR-5 | SN12C | NCI-H23 | NCI-H226 | IGROV1
CC(=O)Nc1ccc(NC(=O)/C=C\C(=O)O)cc1 | 106 | 109 | 115 | 111 | 111 | 101 | 98 | 113 | 109
COC(=O)C1(CC(=O)c2cccc([N+](=O)[O-])c2)NC(=S)NC(=O)C1C#N (stereo not given) | 138 | 102 | 113 | 110 | 107 | 104 | 97 | 88 | 101
COc1ccc(-c2c(-c3nc4ccccc4s3)c(N)nc3c(C#N)c(Nc4ccccc4)nn23)cc1 | 89 | 93 | 109 | 100 | 94 | 98 | 94 | 82 | 93
O=S(=O)(c1c(Cl)cccc1Cl)N(Cl)Cl | 111 | 113 | 126 | 103 | 114 | 101 | 104 | 107 | 95
O=C(O)c1ccccc1C(=O)c1ccc(O)cc1O | 96&121 | 102&103 | 102&112 | 105&104 | 97&102 | 102&98 | 93&104 | 99&101 | 102&102
COc1cc2nc(SCc3cc(OC)c(OC)c(OC)c3)n(-c3ccccc3OC)c(=O)c2cc1OC | 98 | 63 | 48 | 83 | 89 | 98 | 80 | · | 83
O=C(/C=C/c1ccc(O)c(O)c1)NCC(=O)NC(Cc1ccccc1)C(=O)O (stereo not given) | 104 | 107 | 110 | 102 | 103 | 108 | 106 | 102 | 112
O=C(O)Cc1cc(=O)[nH]n(-c2ccccc2)c1=O | 98 | 115 | 110 | 103 | 100 | 98 | 108 | 98 | 115
COC(=O)c1c2c(c(C)[n+]([O-])c1C)C(=O)C(NCc1ccccc1)=CC2=O | 89 | 2.6* | 0.8* | -79* | 39 | 2.9* | 9.2* | 73 | 8.6*
O=[N+]([O-])c1cc(S(=O)(=O)NCc2ccco2)ccc1N/N=C/c1ccccn1 | 107 | 100 | 102 | 97 | 95 | 96 | 100 | · | 101
Cc1ccc(Cc2cnc(NC(=O)C3=NCCCCN3)s2)cc1 | 98 | 104 | 114 | 100 | 98 | 98 | 102 | 101 | 110
Nc1cc(=O)[nH]cn1 | 81 | 98 | 113 | 104 | 98 | 103 | 98 | · | 102
COc1ccccc1I | 111 | 105 | 107 | 106 | 103 | 98 | 102 | 102 | 103
CC1=CSC2=NC(c3ccc(N)cc3)=CC(c3ccc(Cl)cc3)N12 (stereo not given) | 109 | 98 | 99 | 102 | 99 | 82 | 98 | 100 | 103
N#CC1=C2CCCCC2(O)NC1=O (stereo not given) | 113 | 114 | 121 | 97 | 94 | 98 | 108 | · | 112
Clc1ccc(-c2nc3ccccc3n3cccc23)cc1 | 85 | 83 | 91 | 99 | 84 | 83 | 81 | 89 | 36
O=C(Nc1ccccc1)C1=NCCCCN1 | 101 | 104 | 113 | 112 | 110 | 100 | 96 | 95 | 106
N=C(N)SC1c2ccccc2-c2ccc([N+](=O)[O-])cc21 (stereo not given) | 105 | 95 | 99 | 96 | 105 | 98 | 91 | 95 | 102
COc1ccc(C2C(C#N)=C(N)Oc3c2ccc2ccccc32)c(OC)c1 (stereo not given) | 80 | 53 | 74 | 88 | 97 | 96 | 84 | 70 | 72
Cc1ccc(/C=C/C(=O)c2ccc(S(=O)(=O)NCCNc3nc(Nc4ccc(F)cc4)nc(N(C)C)n3)cc2)cc1 | 95 | 15 | -56* | 22 | 39 | -84* | 36 | -1.6* | 52
COc1cc2c(NC3CCCCC3)ncnc2c(OC)c1OC | 76 | 102 | 95 | 97 | 108 | 97 | 95 | 88 | 100
O=C1CC(c2ccccc2)=C(c2ccccc2)C1 | 107 | 102 | 109 | 97 | 92 | 105 | 97 | 98 | 115
Cc1ccc(S(=O)(=O)NC(=O)n2ccc3cc(Br)cnc32)cc1 | 113 | 105 | 125 | · | 102 | 111 | 106 | 103 | 101
O=C(N/N=C/c1ccc([N+](=O)[O-])cc1)c1ccccc1Nc1cccc(C(F)(F)F)c1 | 103 | 91 | 103 | 98 | 99 | 100 | 91 | 95 | 67
COc1ccc(C(=O)/C=C/c2cc(-c3cc(OC)c(OC)c(OC)c3)n[nH]2)cc1OC | 52 | 15 | -55* | 13 | 33 | 5.5* | 71 | 21 | -5.5*
COCCc1ccc(OCC(O)CNC(C)C)cc1 (stereo not given) | 106 | 105 | 118 | 99 | 110 | 109 | 98 | 109 | 104
O=C(/C=C/c1c(-c2ccc(Cl)cc2)nn(-c2ccccc2)c1C(F)(F)F)c1ccc(Cl)cc1 | 83 | 97 | 95 | 89 | 102 | 88 | 81 | 101 | 102
NC(=O)SCC(=O)Nc1ccc(O)cc1 | 111 | 99 | 107 | 99 | 93 | 89 | 94 | 102 | 110
Cc1nc(Cl)nc(Cl)c1[N+](=O)[O-] | 106 | 102 | 122 | 116 | 109 | 98 | 115 | 100 | 102
COc1ccc(-c2n/c(=C\c3c(O)[nH]c4ccc(OC)cc34)cc3c2=Nc2ccccc2-3)cc1 | 114 | 4.4* | -58* | -42* | 135 | 89 | -7.7* | 89 | 98
CC(O)C(O)C(O)C(O)CO (stereo not given) | 91 | 103 | 107 | 99 | 97 | 100 | 103 | 89 | 109
O=C(CCCc1ccncc1)c1ccccc1 | 103 | 114 | 123 | 105 | 98 | 103 | 104 | 110 | 129
COc1ccc(-c2c(C)nc(N)nc2-c2ccc(OC)cc2O)cc1 | 104 | 97 | 101 | 106 | 101 | 105 | 93 | 95 | 104
CCOC(=O)C(=CNc1cc(C(F)(F)F)ccc1N1CCOCC1)C(=O)OCC | 92 | 88 | 106 | 100 | 98 | 101 | 93 | 104 | 89
O=[N+]([O-])c1ccc(Cl)cc1P(=O)(O)c1cc(Cl)ccc1[N+](=O)[O-] | 107 | 101 | 111 | · | 101 | 96 | 104 | 100 | 113
CCC(C)(C)c1ccc(OCCCCCCN2CCN(c3ccncc3)CC2)cc1 | 39 | 19 | 38 | 48 | 66 | · | 1.2* | 36 | 50
N#Cc1ccc(-c2cnc3nonc3n2)cc1 | 113 | 104 | 86 | 88 | 104 | 108 | 86 | 101 | 114
O=C(O)C(O)c1ccccc1Cl (stereo not given) | 98 | 100 | 106 | 93 | 91 | · | 97 | 100 | 107
C=C1CCC2C(C)(COC(C)=O)C(O)CCC2(C)C1/C=C/C1=CCOC1=O (stereo not given) | 112 | 97 | 114 | 100 | 95 | 106 | 96 | 100 | 94
CC1C(/C=N/Nc2ccccc2)C(C#N)(C#N)C1(C#N)C#N (stereo not given) | 96 | 65 | 86 | 76 | 87 | 87 | 79 | 88 | 56

2 entries from above, tab-delimited:
SMILES	SK-OV-3	NCI/ADR-RES	OVCAR-3	OVCAR-4	OVCAR-5	SN12C	NCI-H23	NCI-H226	IGROV1
C=C1CCC2C(C)(COC(C)=O)C(O)CCC2(C)C1/C=C/C1=CCOC1=O (stereo not given)	112	97	114	100	95	106	96	100	94
CC1C(/C=N/Nc2ccccc2)C(C#N)(C#N)C1(C#N)C#N (stereo not given)	96	65	86	76	87	87	79	88	56

In the list so far, three have a CF3 group.
SMILES | SK-OV-3 | NCI/ADR-RES | OVCAR-3 | OVCAR-4 | OVCAR-5 | SN12C | NCI-H23 | NCI-H226 | IGROV1
O=C(N/N=C/c1ccc([N+](=O)[O-])cc1)c1ccccc1Nc1cccc(C(F)(F)F)c1 | 103 | 91 | 103 | 98 | 99 | 100 | 91 | 95 | 67
O=C(/C=C/c1c(-c2ccc(Cl)cc2)nn(-c2ccccc2)c1C(F)(F)F)c1ccc(Cl)cc1 | 83 | 97 | 95 | 89 | 102 | 88 | 81 | 101 | 102
CCOC(=O)C(=CNc1cc(C(F)(F)F)ccc1N1CCOCC1)C(=O)OCC | 92 | 88 | 106 | 100 | 98 | 101 | 93 | 104 | 89

(listing goes on)
SMILES | SK-OV-3 | NCI/ADR-RES | OVCAR-3 | OVCAR-4 | OVCAR-5 | SN12C | NCI-H23 | NCI-H226 | IGROV1
C=CCn1c(SCC(=O)Nc2ccc(C(=O)/C=C/c3ccc(OC)cc3)cc2)nnc1-c1ccc(OC)c(OC)c1 | 98 | 86 | 90 | 74 | 110 | 73 | 89 | 83 | 94
CSc1nc(SCCO)c(C#N)c(-c2cccc([N+](=O)[O-])c2)n1 | 100 | 104 | 113 | 101 | 104 | 96 | 100 | 101 | 101
CC1CC(=O)OC(C)C1 (stereo not given) | 101 | 112 | 116 | 98 | 105 | 109 | 102 | 93 | 107
CCN(CC)C(=O)c1cccc(C)c1 | 95 | 104 | 104 | 107 | 101 | 100 | 101 | 106 | 104
COc1ccc(C2=NN(C(N)=S)C(c3ccc(Cl)cc3)C2)cc1S(=O)(=O)NNC(=O)c1ccncc1 (stereo not given) | 112 | 110 | · | 106 | 107 | 110 | 103 | 103 | 111
N=C(N)c1ccc(-c2ccc(-c3ccc(Cl)cc3)o2)nc1 | -97* | -70* | -98* | -74* | -84* | -81* | -82* | -68* | -61*
COc1ccc2oc(C3CCc4ccccc43)cc2c1 (stereo not given) | 106 | 94 | 97 | 103 | 98 | · | 83 | 97 | 94
Cc1ccc(S(=O)(=O)Oc2ccccc2-c2ccccc2)cc1 | 23 | -7.6* | -28* | 61 | 64 | 39 | 47 | 53 | 36
Brc1ccc2oc3ccccc3c2c1 | 103 | 98 | 102 | 100 | 104 | 95 | 81 | 78 | 98
CCOC(=O)CNC(=O)CCC(NS(=O)(=O)c1ccc(C)cc1)C(=O)O (stereo not given) | 98 | 96 | 106 | 107 | 101 | 108 | 97 | 96 | 112
C[C@@H]1[C@@H]2[C@H]3CC[C@@H]4[C@@]5(C)C/C(=C/c6ccco6)C(=O)C(C)(C)[C@@H]5CC[C@@]4(C)[C@]3(C)CC[C@]23CO[C@]1(C)[C@@H](C(=O)/C=C\c1ccco1)C3 | 117 | 109 | 104 | 123 | 104 | 91 | 97 | 91 | 107
C=Cc1cc[n+](CC(=O)c2ccc(-c3ccccc3)cc2)cc1 | 80 | 98 | 101 | 106 | 95 | 99 | 84 | 119 | 86
O=CN1CCN(C=O)C(O)C1O (stereo not given) | 103 | 111 | 121 | 112 | 109 | 100 | 102 | 97 | 117
Nc1cc(Nc2ccc(Cl)c(Cl)c2)nc(N)n1 | 106 | 108 | · | 103 | 102 | 102 | 97 | 110 | 104
